HUVEC tox IL1B = cytotoxicity in IL-1B stimulated HUVEC, primary screen, cytotoxicity control for IL-1B NFkB translocation project, imaging, Hoechst nuclear count, IL-1B stimulus; HUVEC cell count loss; cell count reduction, % at 2 µM; 94,000 compounds, 0.41% hits;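 active = cell count reduction more than 3 SD above the screen-wide mean, cut at about 70% in these data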;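 note: normalized per plate to untreated control cells as the no-loss baseline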
cytoskel mod = modifiers of F-actin cytoskeleton organization, primary screen, imaging, HUVEC, phalloidin staining, high-content imaging; HUVEC TNFa F-actin phalloidin imaging; inhibition, % at 2 µM; 91,000 compounds, 0.18% hits; AID 836, 2007;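 active = inhibition above the batch mean plus 3 SD and confirmed as a hit by visual image inspection, cut at about 30% in these data, passing the limit was not always enough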; note: strong numbers were not always called active
ERa coact inh = ERα–SRC-1 coactivator interaction inhibitors, primary screen, biochemical, TR-FRET, ERα LBD, estradiol-bound; AID 629, 2007; inhibition, % at 25.6 µM; 86,000 compounds, 1.7% hits; TR-FRET ER-alpha LBD / SRC-1 peptide; in the data active = inhibition above about 50%;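 note: 0% = receptor plus peptide control and 100% = peptide only without receptor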
Target sequence (P03372 whole entry, looked up, the tested form may be a part): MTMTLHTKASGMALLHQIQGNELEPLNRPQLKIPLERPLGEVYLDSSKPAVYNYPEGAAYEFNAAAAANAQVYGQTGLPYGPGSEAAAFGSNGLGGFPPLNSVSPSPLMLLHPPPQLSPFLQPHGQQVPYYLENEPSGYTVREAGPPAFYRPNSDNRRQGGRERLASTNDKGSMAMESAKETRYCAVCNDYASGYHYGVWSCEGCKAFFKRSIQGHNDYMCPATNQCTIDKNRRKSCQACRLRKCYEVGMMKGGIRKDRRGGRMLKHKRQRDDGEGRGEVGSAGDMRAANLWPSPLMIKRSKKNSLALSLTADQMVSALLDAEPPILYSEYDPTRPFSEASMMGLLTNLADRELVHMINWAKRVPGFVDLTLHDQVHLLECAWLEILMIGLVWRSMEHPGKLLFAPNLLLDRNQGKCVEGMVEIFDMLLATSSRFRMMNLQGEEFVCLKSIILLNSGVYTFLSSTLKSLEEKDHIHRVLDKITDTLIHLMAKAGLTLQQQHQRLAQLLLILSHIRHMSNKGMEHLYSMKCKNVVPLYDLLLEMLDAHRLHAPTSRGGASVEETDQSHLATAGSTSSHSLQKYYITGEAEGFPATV
Pyk2 oligo antag = antagonists of Pyk2 self-association, primary screen, Q293 cells, FERM NanoBiT luminescence, HTS; Protein-tyrosine kinase 2-beta (Homo sapiens), Q14289; active compounds read low; z-score (the deposit names both 25 µM and 10 µM); 99,000 compounds, 0.83% hits; AID 1347419, 2020;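 active = Z-score of -3 or lower, scaled per plate to the spread of control and sample wells; inactive = z-score above -3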;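 note: negative z-score means lost luminescence so less FERM oligomerization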
PTPN22 act = LYP phosphatase activators, primary screen, biochemical, DiFMUP fluorescence, 2 µM; Tyrosine-protein phosphatase non-receptor type 22 (Homo sapiens), Q9Y2R2; recombinant LYP; 0 = plate median, 100 = signal doubled; activation, % at 2 µM; 96,000 compounds, 0.11% hits; AID 697, 2007;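 active = activation at 2 µM above a set limit, the mean plus 5 SD, cut at about 37% in these data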
PTPN22 inh 2 = PTPN22 phosphatase inhibitors, primary screen, biochemical, DiFMUP fluorescence, 2 µM. Tyrosine-protein phosphatase non-receptor type 22 (Homo sapiens), Q9Y2R2. recombinant LYP catalytic domain. inhibition, % at 2 µM. 96,000 compounds, 0.21% hits;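 active = inhibition at 2 µM at or above a set limit, the screen mean plus 3 SD, cut at about 24% in these data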;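 note: 0% = DMSO with enzyme and 100% = enzyme fully blocked by orthovanadate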
TNFa cytotox = cytotoxicity in TNFa-stimulated HUVEC, primary screen, cytotoxicity control for VCAM1 expression modulator project, imaging, Hoechst nuclei count | HUVEC TNFalpha-stimulated, Hoechst cell count | cell count reduction, % at 2 µM | 93,000 compounds, 0.17% hits | AID 848, 2007;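 active = cell count reduction exceeding the screen mean by over 5 SD, scaled to untreated wells per plate, cut at about 78% in these data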;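 note: cells counted after 24 h of TNF alpha exposure following the 1 h pretreatment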
FAK blocker = FAK kinase inhibitors, primary screen, biochemical. Focal adhesion kinase 1 (Homo sapiens), Q05397. biochemical FAK kinase activity assay. inhibition, %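 (tested at 7 µM)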. 97,000 compounds, 0.84% hits; in the data active = inhibition above about 19%;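 note: 0% = DMSO and 100% = reference compound high control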
VCAM1 TNFa inh = inhibitors of TNFa-induced VCAM1 expression, primary screen, imaging, HUVEC, TNFa stimulus, immunofluorescence; AID 802, 2007; 95,000 compounds, 0.48% hits; HUVEC TNFa-induced VCAM-1 immunofluorescence, high-content imaging; inhibition, % at 2 µM;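 active = inhibition above the batch mean plus 3 SD, with images confirmed as a hit by eye, cut at about 37% in these data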;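 note: 0% = TNF-stimulated DMSO wells and 100% = unstimulated control wells; not every result past the cut was called active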
The depositor's hits bear a star; x = no result given; [ ] = dose if it differs, or a comment. Rows are unselected; overall some 3.8% were active at least once.

SMILES	HUVEC tox IL1B	cytoskel mod	ERa coact inh	Pyk2 oligo antag	PTPN22 act	PTPN22 inh 2	TNFa cytotox	FAK blocker	VCAM1 TNFa inh
Cc1ccc(N=C(NOC(=O)c2ccccc2)c2nonc2N)c(C)c1	x	-4	3	-0.2	21	-24	-8	7	12
Cc1ccc(S(=O)(=O)N2CCCC2)cc1C(=O)O	-11	-3	x	-0.2	-4	2	-32	-1	10
CCOc1ccc2nc3sc(C(=O)N4CCN(C)CC4)c(N)c3cc2c1	-19	-8	-12	0.13	-4	2	-38	0	-20
COc1cc(OC)cc(C(=O)NC(=S)Nc2cccnc2)c1	-10	-6	x	0.99	-1	7	-21	-8	10
CC1=CC=CC2=NC(=O)CC(C)(C(=O)N(CC(=O)NC3CCCC3)c3ccccc3C)N12 (configuration not stated)	10	18	-1	0.43	2	-1	13	0	-8
Cc1cccc(C(=O)c2ccccc2C(=O)O)c1O	-18	8	-11	0.61	-5	3	14	6	-3
CCN1CCN(C(c2nnnn2Cc2ccc3c(c2)OCO3)C(C)C)CC1 (configuration not stated)	-14	12	-3	-0.1	0	-1	-25	-1	2
COc1ccccc1NC(=O)C1CCN(c2ncccn2)CC1	-12	60	-1	-0.01	3	-3	8	7	-23
CCOC(=O)c1ccccc1N1C(=O)CSC1=S	17	-7	2	-0.36	-7	3	-5	0	-12
CCOC(=O)CSc1n[nH]c(NC(=O)c2cccc(C)c2)n1	-14	0	x	-0.25	-4	8	-3	0	-2
COc1ccc(NCc2nnc(SCC(=O)Nc3cc(C)cc(C)c3)o2)cc1	-2	0	5	-0.9	1	-4	0	2	16
O=[N+]([O-])c1cc(/C=N/N2CCN(C3c4ccccc4-c4ccccc43)CC2)ccc1Cl	-14	-20	x	1.4	9	-6	-25	-4	1
COc1cc2c(cc1OC)-c1cc(NC3CC3)nc(=O)n1CC2	-4	18	-8	0.1	-7	7	-22	1	2
Cc1nn(CC#N)c(=O)n1-c1cccc(F)c1	0	18	5[fluorescence artefact?]	0.07	-7	8	-33	-3	1
CN(C)c1ccc(C(=S)NCc2ccco2)cc1	-4	-21	31[fluorescence artefact?]	1.1	-8	10	19	3	-3
Nc1nc2sc3c(c2c(=O)s1)CCCC3	-17	38	-5	-1.1	-5	8	-32	1	-10
Cc1ccc(C(=O)Nc2cccc(C(=O)NCc3ccco3)c2)cc1	2	3	-4	0.75	3	-4	-9	-1	10
CCN1C=C(Cc2ccc(OC)cc2)C2=C(C1)C(c1ccc(OC)cc1)C(C#N)=C(N)O2 (configuration not stated)	-28	6	x	0.68	2	2	-6	3	-10
O=C(NCc1ccccc1)C1CC(=O)N(c2ccc(OCC(=O)N3CCCC3)cc2)C1 (configuration not stated)	-52	-14	-2	-0.82	-8	9	x	-3	-17
O=C(NCc1cccnc1)c1cccc(Cl)c1	-52	-6	6[fluorescence artefact?]	0.84	-8	11	-47	1	14
N#Cc1nc(-c2ccco2)oc1NCCc1ccccc1	-29	-18	-2	0.08	8	-4	-1	-1	18
Cc1cc(C)n(/N=C/c2c[nH]c3ccccc23)c(=O)c1	-26	0	-4	-0.34	2	-4	-24	-4	16
CCOc1c(Cl)cnn(-c2ccc(C)cc2)c1=O	-33	-1	x	-0.3	3	-2	-13	-5	19
O=c1c(-c2ccc3c(c2)OCCO3)coc2cc(O)cc(O)c12	25	8	17	-3.7*	-2	-2	22	3	29
COc1cccc(C(CC(=O)NCC2CCCO2)NS(=O)(=O)c2ccc(C)cc2)c1OC (configuration not stated)	-10	-46	2	0.05	6	-9	-2	3	5
CC(=NCCN1CCN(C(=S)Nc2ccccc2)CC1)C1=C(O)CC(C)(C)CC1=O	-44	-26	x	0.97	2	1	-1	-12	9
CC(C)NC(=O)c1onc(CSc2cccc(Cl)c2)c1C(=O)O	-24	-12	x	x	10	-6	-28	-1	3
C/C(Cl)=C\CNC(C)c1ccccc1 (configuration not stated)	-9	40	-11	0.12	2	-4	-16	-1	-4
COc1ccc(CNc2cc([N+](=O)[O-])ccc2OC)cc1	-7	-2	x	-1.7	1	4	-21	-4	-4
Cc1ccc(C)c(SCc2noc(C(=O)NCC3CCCO3)c2C(=O)O)c1 (configuration not stated)	2	0	x	x	5	-2	-34	-2	-10
Cc1ccc(C(C)C)c(OCCN2C(=O)NC(C)(C)C2=O)c1	-8	-4	2	1.7	-4	1	0	1	6
COc1cccc(OCc2nnc(SCC(=O)OC3CCCCC3)n2C)c1	-10	-14	0	-0.06	0	-2	9	4	-17
O=C(CC12CC3CC(CC(C3)C1)C2)Nc1ccc2c(c1)COC2=O	x	21	3	-0.68	-5	2	-21	-1	1
Cc1ccc(C)c(NC(=O)c2cc3c([nH]c4ccccc43)c(C)n2)c1	-4	-2	x	-0.16	3	-1	4	-6	2
O=C(NCc1ccco1)C1CCN(C(=O)c2cc3sccc3n2Cc2ccc(F)cc2)CC1	89*	-1	4	-0.89	-4	1	-13	1	16
CS(=O)(=O)N(Cc1cc2ccccc2[nH]c1=O)C1CCCCC1	-11	-1	1	-0.64	5	-7	-9	5	-6
COCCCNC(=O)c1cc2c(-c3ccc(Cl)cc3)nn(C)c2s1	0	8	2	x	4	-7	-34	-2	4
CCN(CC)S(=O)(=O)c1ccc(Cl)c(C(=O)Oc2cccc(-c3cnc4ccccc4n3)c2)c1	-14	-7	x	0.74	9	-6	-5	0	4
NS(=O)(=O)c1cccc2cccnc12	-23	0	27	x	8	-9	-37	1	-9
CCC(=O)OCCNc1cc(Sc2nc3ccccc3s2)c2nonc2c1[N+](=O)[O-]	14	-10	-5	-0.92	-2	1	-1	1	-11
CN1C(=O)OC(C)(CCc2ccccc2)C1(C)O (configuration not stated)	-53	x	-5	1	4	-5	-25	4	-9
Cc1cc(N2CCOCC2)n2ncc(-c3ccccc3)c2n1	44	-22	-10	0.44	-7	8	-8	2	5
C=CCNC(=O)C(C(=O)OCC)C1CCCCC1 (configuration not stated)	4	0	-4	0.14	10	-11	7	-2	-5
COc1cc(OC)cc(-c2nc3cc(C)ccc3o2)c1	-13	-2	1	-1	-4	3	-16	-1	5
CCc1c(C)nc(N2CCN(Cc3ccccc3)CC2)[nH]c1=O	-10	-27	-6	0.65	10	-8	-13	4	0

Shown with two lines to a compound: entries from further up
The line under a structure holds: HUVEC tox IL1B, cytoskel mod, ERa coact inh, Pyk2 oligo antag, PTPN22 act, PTPN22 inh 2, TNFa cytotox, FAK blocker, VCAM1 TNFa inh
CN1C(=O)OC(C)(CCc2ccccc2)C1(C)O (configuration not stated)
→ -53, x, -5, 1, 4, -5, -25, 4, -9
Cc1cc(N2CCOCC2)n2ncc(-c3ccccc3)c2n1
→ 44, -22, -10, 0.44, -7, 8, -8, 2, 5
C=CCNC(=O)C(C(=O)OCC)C1CCCCC1 (configuration not stated)
→ 4, 0, -4, 0.14, 10, -11, 7, -2, -5

Some of the entries above, reformatted.
Molecule,HUVEC tox IL1B,cytoskel mod,ERa coact inh,Pyk2 oligo antag,PTPN22 act,PTPN22 inh 2,TNFa cytotox,FAK blocker,VCAM1 TNFa inh
CCc1c(C)nc(N2CCN(Cc3ccccc3)CC2)[nH]c1=O,-10,-27,-6,0.65,10,-8,-13,4,0
COCCCNC(=O)c1cc2c(-c3ccc(Cl)cc3)nn(C)c2s1,0,8,2,x,4,-7,-34,-2,4
CCC(=O)OCCNc1cc(Sc2nc3ccccc3s2)c2nonc2c1[N+](=O)[O-],14,-10,-5,-0.92,-2,1,-1,1,-11
COc1cccc(OCc2nnc(SCC(=O)OC3CCCCC3)n2C)c1,-10,-14,0,-0.06,0,-2,9,4,-17
NS(=O)(=O)c1cccc2cccnc12,-23,0,27,x,8,-9,-37,1,-9
COc1cc(OC)cc(-c2nc3cc(C)ccc3o2)c1,-13,-2,1,-1,-4,3,-16,-1,5

(next part)
SMILES	HUVEC tox IL1B	cytoskel mod	ERa coact inh	Pyk2 oligo antag	PTPN22 act	PTPN22 inh 2	TNFa cytotox	FAK blocker	VCAM1 TNFa inh
CC(C)Oc1ccccc1C1CC(=O)Nc2cc3c(cc21)OCO3 (configuration not stated)	20	-31	-7	-2.5	-8	9	47	3	85*
S=c1[nH]nc(-c2ccc(Br)cc2)n1Cc1ccco1	-34	x	6	0.22	4	-6	-21	4	-5
COC(=O)/C(C#N)=C1/C=Cc2ccccc2N1C	-42	2	-8	-1.3	-3	-3	-14	-1	0
C=CCOC(=O)C1=C(C)NC(SCC)=C(C#N)C1c1ccc(Cl)cc1 (configuration not stated)	6	1	5	-3.2*	5	-3	0	6	-16
Cc1ccc(C)c(NC(=O)c2cc3ccccn3n2)c1	-29	-10	0	x	-2	2	-6	-9	0
Cc1cc(=O)oc2cc(OCC3CC(c4ccc(Cl)cc4)=NO3)ccc12 (configuration not stated)	-18	-3	-6	0.06	-8	11	-15	3	-4
CCCCNC(=O)c1cc(-c2ccc(OC)c(OC)c2)on1	-55	-1	-1	x	18	-17	-19	-3	4
CCSc1cnn(-c2ccccc2)c(=O)c1SCC	-13	-14	-6	1.2	7	-7	-12	0	16
COc1ccccc1C(=O)Nc1ccccc1N1CCN(S(C)(=O)=O)CC1	-10	-6	-8	-0.71	-7	8	-10	-1	20
Cc1c(C(=O)O)oc2ccc(S(=O)(=O)NCc3ccc(F)cc3)cc12	-8	9	-9	-0.48	0	-1	-31	-11	-1
COc1ccc(-c2nc(CS(=O)CC(=O)NCCCN3CC(C)CC(C)C3)c(C)o2)cc1OC (configuration not stated)	-47	x	-10	0.45	-6	4	-1	2	6
Cc1noc(C)c1C(=O)N1CC(C)OC(C)C1 (configuration not stated)	-11	x	-2	0.05	-2	4	-23	0	5
CCOC(=O)C1=C(C)Nc2nc(SCC(=O)OC)nn2C1c1cc(F)cc(F)c1 (configuration not stated)	-10	-9	-7[fluorescence artefact?]	-0.45	3	-1	1	3	3
CCOC(=O)C1=C(C)SC2=NS(=O)(=O)CCN21	-29	-30	6	-0.16	-1	1	-6	1	-9
COCCN1C(=O)c2ccccc2C(C(=O)Nc2ccc3c(c2)OCCO3)C1c1ccc(F)cc1 (configuration not stated)	-6	3	-4	-3.4*	4	-2	-2	2	6
COc1ccc(-c2nnc(SC(C)C(=O)Nc3nccs3)n2Cc2ccccc2)cc1OC (configuration not stated)	-10	4	8[fluorescence artefact?]	-1.9	-6	9	-18	2	33

Look-ups from the results shown.
Under cytoskel mod, Cc1cc(=O)oc2cc(OCC3CC(c4ccc(Cl)cc4)=NO3)ccc12 (configuration not stated) is entered as -3
Under FAK blocker, Cc1noc(C)c1C(=O)N1CC(C)OC(C)C1 (configuration not stated) is entered as 0
Under HUVEC tox IL1B, C=CCOC(=O)C1=C(C)NC(SCC)=C(C#N)C1c1ccc(Cl)cc1 (configuration not stated) is entered as 6
Under VCAM1 TNFa inh, COc1ccccc1C(=O)Nc1ccccc1N1CCN(S(C)(=O)=O)CC1 is entered as 20
Under PTPN22 act, COC(=O)/C(C#N)=C1/C=Cc2ccccc2N1C is entered as -3

High-throughput results: PubChem BioAssay, several laboratories
